# GSK3 alpha inh: inhibitors of human GSK-3 alpha kinase; P49840; 0.1% of 320,000 active; inhibition, % at 10 µM; ADP-Glo luminescence, 60 min;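 in the data active means inhibition above about 50%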;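 further: GST-tagged GSK-3 alpha with peptide substrate and 25 µM ATP; 0% = DMSO neutral wells and 100% = GW8510 positive control wells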
# GSK3B inh: inhibitors of human GSK3beta kinase. 0.038% of 300,000 active. AID 2097. GST-GSK3beta kinase, ADP-Glo luminescence, 60 min; active compounds read low. P49841. activity score (negative = inhibition), % at 10 µM;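 active means more than half of replicate wells score below -50%, meaning over 50% inhibition versus plate controls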;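 further: 0% = median DMSO wells and -100% = median GW8510 positive control wells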
#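 test system = GST-tagged human GSK3beta kinase, cell-free | reagent = 25 µM ATP with peptide substrate | dosing = one dose of 10 µM per compound | schedule = 60 min reaction, RT | detection = luminescent ADP-Glo measurement of ADP formed | control set = DMSO neutral wells and GW8510 at 20 µM as positive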
# KCNQ1 block: inhibitors of human KCNQ1 potassium channel. P51787. CHO-K1 KCNQ1, FluxOR thallium flux fluorescence; active compounds read high. B-score at 10 µM. 1.3% of 310,000 active. AID 2642;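 active means compounds whose thallium flux B-score, printed positive for inhibition, exceeds three library SD while starting fluorescence stays within three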;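 further: channel opened by potassium depolarization with thallium stimulus after 20 min compound exposure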
# Target sequence (P51787 whole entry, looked up): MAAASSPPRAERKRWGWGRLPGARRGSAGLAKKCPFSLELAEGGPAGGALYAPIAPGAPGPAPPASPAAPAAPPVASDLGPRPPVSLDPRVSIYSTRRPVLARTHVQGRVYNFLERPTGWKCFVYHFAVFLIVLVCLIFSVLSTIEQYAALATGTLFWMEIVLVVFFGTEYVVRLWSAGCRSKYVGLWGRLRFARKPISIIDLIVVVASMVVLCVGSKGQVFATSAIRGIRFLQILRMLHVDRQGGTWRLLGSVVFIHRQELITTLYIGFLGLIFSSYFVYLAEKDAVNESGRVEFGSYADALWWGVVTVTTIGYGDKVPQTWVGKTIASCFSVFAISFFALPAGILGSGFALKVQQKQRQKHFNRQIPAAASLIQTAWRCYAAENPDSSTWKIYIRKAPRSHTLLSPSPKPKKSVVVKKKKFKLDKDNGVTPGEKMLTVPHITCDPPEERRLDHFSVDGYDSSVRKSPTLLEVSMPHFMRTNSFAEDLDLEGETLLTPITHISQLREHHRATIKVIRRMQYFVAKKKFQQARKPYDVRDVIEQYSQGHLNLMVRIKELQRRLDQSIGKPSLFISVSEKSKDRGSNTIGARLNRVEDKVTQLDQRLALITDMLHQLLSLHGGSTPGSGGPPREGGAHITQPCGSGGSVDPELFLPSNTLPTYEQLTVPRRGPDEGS
# PolyA inh: inhibitors of polyadenylation in S. cerevisiae | AID 1875 | 0.02% of 300,000 active | calls only at 12 µM | S. cerevisiae SKY197-pL101 polyadenylation reporter, beta-gal luminescence; efflux-impaired pdr1/pdr3 knockout yeast; score 100 = 6 SD above DMSO;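 active means lowest replicate activity score at least 50, where 100 means six control SD above control mean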;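 further: yeast exposed to compound for 9 h at 30 °C; higher score means more reporter readthrough which indicates perturbed polyadenylation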
# KCNK3 inh: human KCNK3 channel inhibition, primary screen; 0.84% of 340,000 active; B-score at 10 µM; O14649; CHO-KCNK3 thallium flux, FluxOR fluorescence; active compounds read low; AID 602410;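 active means B-score under library mean minus 4 SD, starting fluorescence ratio at most library mean plus 5 SD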;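 further: more negative B-score means stronger inhibition of thallium flux through KCNK3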
# HDAC3 inh: human HDAC3 inhibition. recombinant HDAC3, fluorogenic peptide/trypsin coupled, fluorescence. inhibition, % at 8.3 µM. O15379. 0.15% of 320,000 active; in the data active means inhibition above about 26%, passing the limit was not always enough
# Target sequence (O15379 whole entry, looked up): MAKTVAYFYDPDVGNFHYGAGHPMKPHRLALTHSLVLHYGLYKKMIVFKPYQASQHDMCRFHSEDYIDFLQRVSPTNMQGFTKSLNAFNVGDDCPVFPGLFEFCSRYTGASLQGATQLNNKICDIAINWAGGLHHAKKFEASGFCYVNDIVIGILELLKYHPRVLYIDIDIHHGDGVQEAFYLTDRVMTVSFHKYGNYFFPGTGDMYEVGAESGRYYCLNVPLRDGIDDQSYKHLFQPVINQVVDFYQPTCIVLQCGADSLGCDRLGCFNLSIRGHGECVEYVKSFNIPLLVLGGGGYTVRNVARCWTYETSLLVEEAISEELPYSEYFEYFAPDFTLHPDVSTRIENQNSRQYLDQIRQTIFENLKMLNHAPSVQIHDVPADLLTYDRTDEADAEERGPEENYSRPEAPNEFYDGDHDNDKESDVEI
# KCNQ1 pot: potentiates or activates the human KCNQ1 potassium channel. B-score at 10 µM. 0.35% of 310,000 active. AID 2648. P51787. CHO-K1 KCNQ1, thallium flux FluxOR fluorescence; active compounds read high;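 active means fluorescence ratio B-score, a plate-corrected score, at least three library SD, with initial intensity B-score within 5 SD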
#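 Schedule – 37 °C overnight plating, 90-min dark dye load, 20-min compound pretreatment · System – stable KCNQ1 CHO-K1 line · Probe or stimulus – thallium- and potassium-containing depolarizing buffer · Measured by – kinetic FluxOR fluorescence, 10 s baseline plus 110 s post-stimulus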
# KCNK9 block: blocks the human KCNK9 two-pore domain potassium channel. AID 488922. 1.2% of 310,000 active. HEK293 KCNK9, FluxOR thallium flux fluorescence; active compounds read low. B-score at 10 µM;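 active means ratio B-score over 3 SD below the library mean, with starting fluorescence within 5 SD of its mean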;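 further: negative B-score means less thallium flux so channel inhibition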
# hERG rescue: shields human hERG channel from block by proarrhythmic agents; activation (rescue from dofetilide block), less the hit threshold, % at 10 µM; AID 1511; CHO-hERG, FluxOR thallium flux, dofetilide IC70 present; 0.51% of 310,000 active; Q12809;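 active means activation above the mean of controls blocked by dofetilide plus 5 SD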;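 further: thallium influx through hERG after potassium depolarization seen as dye fluorescence rise; in these data hits start at about 4.7%; inactives centre near -7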
# DYRK1A inh: Dyrk1A (rat) kinase inhibition | AID 504441 | 0.43% of 310,000 active | ADP-Glo luminescence, NFATc1 peptide | Q63470 | inhibition, % at 12.5 µM; in the data active means inhibition above about 50%;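 further: plate controls were vehicle with enzyme for no effect and no enzyme for full effect; many of its hits are not listed in these tables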
# RGS4 pot: potentiators or activators of RGS4; 0.92% of 310,000 active; B-score at 10 µM; HEK293 M3R/inducible RGS4, carbachol calcium flux Fluo4; active compounds read low;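 active means B-score of the integrated calcium signal more than 4 SD below the library mean, with starting fluorescence not abnormally high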;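 further: negative B-score means reduced calcium response which marks RGS4 activation or potentiation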
#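 Material: Inducible-RGS4 HEK293 cells carrying M3 receptor; also added: carbachol at ECmax as muscarinic agonist stimulus; incubation: compound preincubation 20 min at room temperature before agonist; signal: Fluo4-AM (2 µM) calcium-flux fluorescence, kinetic read; measure: integrated calcium ratio converted to B score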
# * hit, by the source's call; i = inactive; x = not tested or not shown.
# Every second line gives: GSK3 alpha inh	GSK3B inh	KCNQ1 block	PolyA inh	KCNK3 inh	HDAC3 inh	KCNQ1 pot	KCNK9 block	hERG rescue	DYRK1A inh	RGS4 pot
1	O=C(NNC(=O)c1ccc2c(c1)OCO2)NC12CC3CC(CC(C3)C1)C2
    -1	-1	i	i	i	1	i	i	-8	-1	i
2	CN1CCC(=O)N([C@H](CC#N)c2ccccc2)CC1
    0	2	i	i	i	6	i	i	-11	-1	i
3	CCOc1cc(C#N)c(NC(=O)c2cccnc2Cl)cc1OCC
    1	5	i	i	i	-8	i	i	-13	-6	i
4	Cc1nc2cc(-c3ccsc3-n3c(C)ccc3C)[nH]n2c(=O)c1Cl
    2	-4	i	i	i	4	i	i	-11	-1	i
5	CCOC(=O)c1c(-c2ccc(OCC)cc2)csc1NC(=O)CCN1C(=O)c2ccccc2C1=O
    1	-5	i	i	x	2	i	i	-6	x	i
6	Cc1cccc(Nc2nc(N)nc(CSc3nccc(C)n3)n2)c1
    -2	1	i	i	i	6	i	i	-14	5	i
7	Cc1ccc(CN2CCN(/N=C/c3ccc(Cl)c([N+](=O)[O-])c3)CC2)cc1
    0	0	i	i	-8.7*	8	i	i	-1	-3	i
8	Cc1cccc(C)c1NC(=O)/C(=C/c1ccco1)c1ccccc1
    -3	0	i	i	i	0	i	i	-12	9	i
9	NC(=O)CC(NC(=O)Cc1ccc(Br)cc1)c1ccc(NCc2cc(F)ccc2F)c([N+](=O)[O-])c1 (centres undefined)
    1	0	i	i	i	8	i	i	-10	-4	i
10	COc1cc(NC(=S)NC(=O)c2c(OC)cccc2OC)ccc1NC(=O)c1cccs1
    -1	-2	i	i	i	-1	i	i	-7	4	i
11	Cc1cc(NC(=O)CCC(=O)N(Cc2cccnc2)C(C(=O)NC(C)(C)C)c2ccccc2Cl)no1 (centres undefined)
    -1	0	i	i	i	-3	i	i	-2	-5	i
12	O=C(CSc1nc(-c2ccccc2)cs1)N1CCc2ccccc21
    0	-2	i	i	i	3	i	i	-5	-4	i
13	COc1ccc(-c2ccc(/C=C3\C(=O)N(c4ccccc4)N=C3c3ccccc3)o2)c([N+](=O)[O-])c1
    -3	0	i	i	i	-12	i	i	-6	-7	i
14	COC(=O)c1oc(-c2ccc(Cl)cc2)nc1C
    -2	1	i	i	i	-3	i	i	-9	1	i
15	O=C(c1ccc(COc2ccccc2Br)o1)N1CCCCCC1
    -2	0	i	i	i	5	i	i	0	-3	i
16	CC1CCCCC1N=C1NC(C)(C)CS1 (centres undefined)
    -1	4	i	x	i	2	i	i	-19	6	i
17	O=C(NC1CCCCC1)c1cc(-c2ccc(O)cc2)on1
    4	-3	i	i	i	-5	i	i	-5	-5	i
18	O=C(CNc1ccc(Cl)cc1)NNC(=S)NCc1ccccc1
    -2	1	i	i	i	5	i	i	-8	x	i
19	CSc1ncccc1C(=O)N1CCCC(CCC(=O)NCc2ccc(F)c(F)c2)C1 (centres undefined)
    2	-1	i	i	i	-2	i	i	-10	-1	i
20	CCC(=O)N1CCc2cc(Br)cc(S(=O)(=O)N3CCN(C(=O)c4ccco4)CC3)c21
    -1	3	i	i	i	3	i	i	-7	-5	i
21	O=C(NCC(=O)N1CCN(c2ccccc2)CC1)c1ccc(Br)o1
    -1	0	i	i	i	-2	i	i	-5	0	i
22	CNC(=O)CN1C(=O)NC(c2ccccc2)(c2ccccc2)C1=O
    0	1	i	i	i	1	i	i	-3	-3	i
23	Cc1ccc(C)c(NC(=O)CN(C)C(=O)c2ccccc2OCc2ccc(Cl)cc2)c1
    1	0	i	i	i	-8	i	i	-16	-14	i
24	CC(NCCC(Cc1ccccc1)c1ccco1)c1ccccc1 (centres undefined)
    -1	-27	i	i	i	7	i	i	-22	3	i
25	Cc1nn(-c2ccccc2)c(C)c1/C=N/NC(=O)c1cccs1
    4	2	i	i	i	-4	i	-7.8*	-7	-6	i
26	O=C(Nc1nnc(-c2ccccc2F)s1)C1CCCO1 (centres undefined)
    -2	-1	i	i	i	0	i	i	-8	-4	i
27	O=C1CC(Nc2ccc(N3CCOCC3)cc2)C(=O)N1CCc1ccccc1 (centres undefined)
    -6	1	i	i	i	-2	i	i	-4	2	i
28	COc1ccc(C(C(=O)NC2CCCC2)N(C(=O)c2ccco2)c2cccc(C(C)=O)c2)cc1OC (centres undefined)
    -2	0	i	i	i	16	i	i	-4	-4	i
29	Cc1cc(C)n(CC(=O)N2c3ccccc3Sc3ccc(C(F)(F)F)cc32)n1
    x	-3	i	i	i	12	i	i	-11	-6	i
30	O=C(Cn1c(=O)c(=O)n(Cc2ccccc2)c2ccc(Cl)cc21)Nc1ccc(F)cc1F
    -2	1	i	i	i	-1	i	i	-11	16	i
31	Cc1cccnc1CCNC(=O)CCc1nnc(-c2ccccc2)o1
    -2	-4	i	i	i	-3	i	i	-9	-5	i
32	O=S(=O)(c1ccccc1OC(F)(F)F)N1CCN(c2ccnc3cc(Cl)ccc23)CC1
    -4	0	i	i	i	-10	i	i	-8	-3	i
33	O=C(COc1ccc2ccccc2c1)NCCc1ccc2c(c1)OCCO2
    -3	0	i	i	i	3	i	i	-8	9	i
34	Cc1ccc(C)c(OC(=O)c2cccnc2Cl)c1C
    -1	1	i	i	i	2	i	i	-10	0	i
35	CC(/C=C1\SC(=S)N(NC(=O)c2ccccc2C)C1=O)=C\c1ccccc1
    3	0	i	i	i	-1	i	i	-9	-2	i
36	Cc1ccccc1OCC(=O)OCC(=O)NCC1CCCO1 (centres undefined)
    -5	2	i	i	i	0	i	i	-10	4	i
37	CCNc1nc(NCC)nc(N2CC(=O)N(CC(=O)OCC)C2=N)n1
    0	4	i	i	i	-1	i	i	-6	1	i
38	COc1cccc(CN2CCN(C3CCOCC3)CC2CCO)c1 (centres undefined)
    x	1	i	i	i	x	i	i	-14	0	i
39	O=C(COC(=O)c1ccco1)Nc1ccccc1[N+](=O)[O-]
    -2	-8	i	i	i	0	i	i	-1	x	i
40	COc1cc(C(=O)ON=C2C(C)=CC(=O)C=C2C)cc(OC)c1OC
    0	2	i	i	i	-5	i	i	-8	1	i
41	CC(=O)C1CCCN(C(=O)c2ccc3oc(CCc4ccccc4)nc3c2)C1 (centres undefined)
    -2	4	i	i	i	-1	i	i	-5	0	i
42	COCCn1cnc2c1c(=O)n(CC(=O)OCC(=O)NCC(F)(F)F)c(=O)n2Cc1ccccc1
    0	3	i	i	i	-4	i	i	-5	4	i
43	Nc1nc(N)nc(-c2ccc(Cl)cc2)n1
    1	0	i	i	i	1	i	i	3	62*	i
44	COC(=O)c1c(SCc2cccc3ccccc23)nc(=O)[nH]c1C
    0	1	i	i	i	2	i	i	-9	10	i
45	O=C(OCC(=O)c1c[nH]c2ccccc12)C1=COCCO1
    -1	-1	i	i	i	2	i	i	-13	3	i
46	COc1ccc(C2C(C(=O)N3CCCC3)CC(=O)N2c2ccc(OC)cc2)cc1 (centres undefined)
    6	-1	i	i	i	2	i	i	-9	-3	i
47	COc1ccc(/C=N/n2c(=O)[nH]c3c([nH]c4ccc(Br)cc43)c2=O)cc1CN1CCOCC1
    0	2	i	i	i	3	i	i	-5	2	i
48	CS(=O)(=O)c1nc(-c2ccc(F)cc2)cc(C(F)(F)F)n1
    x	-3	i	i	i	x	i	i	-21	1	i
49	NC(=O)c1ccccc1NC(=O)CCn1c(=S)oc2ccccc21
    0	0	i	i	i	3	i	i	-7	x	i
50	C=CCn1c(=NC(=O)C2CC2)sc2cc(NC(C)=O)ccc21
    -2	1	i	i	i	-5	i	i	-6	6	i
51	O=C(NCc1ccccc1Cl)C(=O)NCC1OCCN1S(=O)(=O)c1cccs1 (centres undefined)
    1	3	i	i	i	-5	i	i	-14	-3	i
52	Cc1ccc(N2CC(C(=O)NCc3ccco3)CC2=O)cc1Cl (centres undefined)
    -1	1	i	i	i	-2	i	i	-8	-10	i
53	COc1ccc(Br)cc1CN(C)CC(=O)Nc1cc(Cl)ccc1Cl
    -1	3	i	i	i	2	i	i	-19	-2	i
54	O=c1ccn(Cc2ccccc2)c(=O)n1Cc1ccccc1
    0	-1	i	i	i	3	i	i	-9	0	i
55	O=S1(=O)N=C(N(CCO)/N=C/c2ccccc2)c2ccccc21
    x	-1	i	i	i	x	i	i	-15	-4	i
56	COc1ccc(CNC(=O)c2cccc(C)c2[N+](=O)[O-])cc1
    -1	-4	i	i	i	-4	i	i	-9	-1	i
57	Cc1ccc(CNC(=O)c2cccc(OCc3c(C)noc3C)c2)cc1
    1	-5	i	i	i	3	i	i	-9	4	i
58	CCN1C(=O)C(C(=O)Nc2ccc(OC)cc2)C2CC1(C)Oc1ccccc12 (centres undefined)
    x	3	i	i	i	-3	i	i	-9	8	i

# Molecules listed so far that have fluorine (eight):
# Every second line gives: GSK3 alpha inh	GSK3B inh	KCNQ1 block	PolyA inh	KCNK3 inh	HDAC3 inh	KCNQ1 pot	KCNK9 block	hERG rescue	DYRK1A inh	RGS4 pot
9	NC(=O)CC(NC(=O)Cc1ccc(Br)cc1)c1ccc(NCc2cc(F)ccc2F)c([N+](=O)[O-])c1 (centres undefined)
    1	0	i	i	i	8	i	i	-10	-4	i
19	CSc1ncccc1C(=O)N1CCCC(CCC(=O)NCc2ccc(F)c(F)c2)C1 (centres undefined)
    2	-1	i	i	i	-2	i	i	-10	-1	i
26	O=C(Nc1nnc(-c2ccccc2F)s1)C1CCCO1 (centres undefined)
    -2	-1	i	i	i	0	i	i	-8	-4	i
29	Cc1cc(C)n(CC(=O)N2c3ccccc3Sc3ccc(C(F)(F)F)cc32)n1
    x	-3	i	i	i	12	i	i	-11	-6	i
30	O=C(Cn1c(=O)c(=O)n(Cc2ccccc2)c2ccc(Cl)cc21)Nc1ccc(F)cc1F
    -2	1	i	i	i	-1	i	i	-11	16	i
32	O=S(=O)(c1ccccc1OC(F)(F)F)N1CCN(c2ccnc3cc(Cl)ccc23)CC1
    -4	0	i	i	i	-10	i	i	-8	-3	i
42	COCCn1cnc2c1c(=O)n(CC(=O)OCC(=O)NCC(F)(F)F)c(=O)n2Cc1ccccc1
    0	3	i	i	i	-4	i	i	-5	4	i
48	CS(=O)(=O)c1nc(-c2ccc(F)cc2)cc(C(F)(F)F)n1
    x	-3	i	i	i	x	i	i	-21	1	i

# Screens deposited in PubChem BioAssay by several laboratories.

# These rows are one share of the data, so the mix of outcomes need not match the whole.
